High-throughput results deposited in PubChem by Broad Institute.
SIRT5 inh: inhibitors of human sirtuin-5 desuccinylase. Q9NXA8. Purified SirT5, succinyl-peptide AMC, trypsin-coupled fluorescence. inhibition, % at 15 µM. actives 1.1% (n = 330,000); in the data active means inhibition above about 15%; inconclusive means no clear call, values can overlap the other calls
Target sequence (Q9NXA8 whole entry, looked up): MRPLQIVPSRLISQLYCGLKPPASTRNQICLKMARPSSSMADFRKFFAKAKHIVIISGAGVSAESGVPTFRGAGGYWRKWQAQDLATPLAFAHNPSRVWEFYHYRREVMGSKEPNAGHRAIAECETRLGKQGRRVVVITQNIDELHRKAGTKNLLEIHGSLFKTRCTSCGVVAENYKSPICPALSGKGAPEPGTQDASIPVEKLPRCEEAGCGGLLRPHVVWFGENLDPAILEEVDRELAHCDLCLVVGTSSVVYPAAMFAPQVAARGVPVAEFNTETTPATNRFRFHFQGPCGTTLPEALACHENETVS
S100A4 inh HTS: blocks human S100A4 binding to myosin IIA peptide; S100A4/TAMRA-MyoIIA peptide fluorescence polarization; inhibition, % at 10.7 µM; P26447; actives 0.14% (n = 360,000);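 active means mean inhibition of at least 70% across replicates, with every replicate also reaching that level; inconclusive means mean inhibition reaches 70% but some replicates fall short; inactive means mean inhibition below 70%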
Target sequence (P26447 whole entry, looked up): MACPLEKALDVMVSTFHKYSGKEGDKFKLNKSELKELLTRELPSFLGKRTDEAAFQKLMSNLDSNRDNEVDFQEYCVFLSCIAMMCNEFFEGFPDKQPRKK
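Material: S100A4 monomer protein / Buffer or medium: 50 mM HEPES pH 7.2, 10 mM CaCl2, 100 mM KCl / Times: 5 min incubation before reading / Benchmarks: neutral control DMSO, positive control TFP / Reagent: labelled myosin peptide probe, 5 nM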
C2C12 statin: suppression of simvastatin myotoxicity. AID 602340. actives 0.78% (n = 330,000). rescue of ATP level, % at 7.49 µM. C2C12 myotubes + simvastatin, ATP luminescence, 48 h; scaled: DMSO 0, geranylgeraniol control 100;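 active means mean ATP rescue above about 67%, or every replicate alone reaching that limit, limit read from the data, passing the limit was not always enough; inconclusive means no clear call, values can overlap the other calls; inactive means mean under the limit and some replicate under it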;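 further: myotubes were challenged with 10 µM simvastatin during compound exposure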
LGR2 antag: inhibitors of bursicon-induced Drosophila LGR2 receptor cAMP signaling | HEK293 LGR2, CRE-luciferase, bursicon-stimulated, 4 h | inhibition, % at 9.99 µM | actives 0.35% (n = 380,000) | AID 720647;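 active means drop in luminescence signal, shown as inhibition above about 50% in the replicate tests, limit read from the data, passing the limit was not always enough; inconclusive means probably only some replicates passing the limit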;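 further: agonist challenge used bursicon conditioned medium at about half maximal strength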
esBAF inh: blocks esBAF chromatin remodeling in mouse ES cells; reporter increase, % at 12.5 µM; actives 2% (n = 350,000); Bmi1-luciferase knock-in reporter, 24 h; 100% = twice the neutral-well signal; AID 602393; in the data active means activation above about 40%; inconclusive means no clear call, values can overlap the other calls;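 further: 0% = median of the plate's neutral control wells and 100% = double that signal; a rise in the Bmi1 reporter signal indicates esBAF inhibition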
FN deposit inh: fibronectin deposition inhibition; AH1F fibroblasts, Alexa488-fibronectin deposition fluorescence, overnight; AID 743247; inhibition, % at 12.6 µM; actives 0.086% (n = 350,000);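 active means mean inhibition across replicates of 30% or more, regardless of how many single replicates reach that level; inconclusive means mean under 30% yet at least half of replicates reach 30%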;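 further: positive control wells lacked labelled fibronectin entirely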
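Assay system: AH1F fibroblast monolayer, labelled fibronectin deposition. Amount: 10000 cells per well. Also added: labelled fibronectin 24 nM. Compound: single-point pinned compound. Incubation: cell attachment 1 h, compound and FN exposure overnight. Detection: fluorescence after three HBSS washes, excitation 485 nm, emission 525 nm. Read-out: inhibition of fibronectin deposition signal.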
CASP6 VEID inh: caspase-6 (human) enzyme inhibition; purified caspase-6, Z-VEID-R110 cleavage fluorescence; actives 0.53% (n = 350,000); P55212; inhibition, % at 12.5 µM;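 active means mean inhibition across replicates at least about 35%, with every replicate also reaching that limit, limit read from the data; inconclusive means only one of the two criteria met; inactive means neither criterion met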;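 further: 0% = median of neutral control wells and 100% = no fluorescence left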
Target sequence (P55212 24-179 limits assumed): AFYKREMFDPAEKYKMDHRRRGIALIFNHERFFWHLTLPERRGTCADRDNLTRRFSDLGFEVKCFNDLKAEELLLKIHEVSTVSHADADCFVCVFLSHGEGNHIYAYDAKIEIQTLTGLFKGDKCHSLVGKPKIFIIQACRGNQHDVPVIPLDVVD
Target sequence (P55212 194-293 limits assumed): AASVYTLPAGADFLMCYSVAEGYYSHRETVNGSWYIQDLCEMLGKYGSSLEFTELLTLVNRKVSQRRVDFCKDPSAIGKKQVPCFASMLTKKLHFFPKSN
* hit, by the source's call; ? = inconclusive; . = not tested or not shown; & = joins results of further samples.

Results follow in this order: SIRT5 inh	S100A4 inh HTS	C2C12 statin	LGR2 antag	esBAF inh	FN deposit inh	CASP6 VEID inh
COC(=O)C1CN(C(=O)c2ccc(OC(F)F)cc2)c2ccccc2O1 (stereo not drawn)
  -3	-6	4	5	5	22	1
COc1cccc(N=c2oc3ccc(OC)cc3cc2-c2nc3ccccc3[nH]2)c1
  .	.	-19	.	8	-6	.
COc1ccccc1N1CCN(C2CCCN(C(=O)c3cc(C)oc3C)C2)CC1 (stereo not drawn)
  1	7	18	1	-7	4	-2
CN(CC(=O)NCC(c1ccccc1)N1CCCC1)S(=O)(=O)c1ccc(Cl)cc1 (stereo not drawn)
  -2	-2	-6	-17	0	7	-19
Cc1cccc(C)c1NC(=O)CN1C(=O)COc2ccccc21
  -4	1	-1	6	-3	-4	-1
CC(C)NC(=O)N(C)C[C@H]1Oc2ccc(NC(=O)Cn3cnnn3)cc2CC(=O)N([C@H](C)CO)C[C@H]1C
  -4	8	-35	3	3	.	1
COc1ccccc1N1CCN(C(=O)c2cc(-c3cccc(Cl)c3)on2)CC1
  .	.	3	8	11	-3	.
C[C@H](C(=O)N(C)C[C@H]1OCc2ccccc2-c2c(n(C)c3ccccc23)C(=O)N([C@@H](C)CO)C[C@H]1C)c1ccccc1
  10	-9	.	40	.	-3	0
CCCCC(=O)OCC(=O)Nc1ccc(C)c(F)c1
  2	2	5	18	-12	0	0
O=C(Nc1cc(Cl)cc(Cl)c1)c1cccnc1
  -1	-1	2	7	3	1	-1
O=C(O)c1cn(Cc2ccccc2)c2ccc(Cl)cc2c1=O
  .	-23	-15	1	7	-2	3
CC(C)NC(=O)Nc1cccc2c1O[C@@H](CN(C)Cc1ccc(-c3ccccc3)cc1)[C@@H](C)CN([C@H](C)CO)C2=O
  -3	-4	-1	-1	0	.	-3
COc1ccc(S(=O)(=O)Nc2ccc3c(c2)C(=O)N([C@@H](C)CO)C[C@H](C)[C@H](CN(C)C(=O)C2CCCCC2)OCCCC[C@H](C)O3)cc1
  7	-10	.	23	6	.	0
Cc1nc(CNC(=O)CC2C(=O)NCCN2Cc2ccoc2)nc2c1CCCC2 (stereo not drawn)
  3	3	0	-2	-2	-1	8
O=C(Cc1ccccc1F)Nc1ccc(S(=O)(=O)Nc2ncccn2)cc1
  -4	2	19	15	-1	2	1
Cc1ccc(-n2nnnc2CNC(=O)c2ccc([N+](=O)[O-])o2)cc1C
  2	-5	80*	7	9	-5	4
COC(=O)[C@@]1(Cc2ccccc2)[C@H]2C(=O)N(C)C(=O)[C@H]2[C@H]2CN=C(SCC(=O)c3ccccc3)N21
  -2	3	14	-16	-6	-12	5
COc1cccc(NC(=O)N(C)C[C@H]2Oc3cc(C#Cc4ccc(F)cc4)ccc3S(=O)(=O)N([C@H](C)CO)C[C@@H]2C)c1
  9	24	10	7	-12	-1	9
CCc1ccccc1NC(=O)c1cc(-c2cccc(O)c2)on1
  -3	-3	3	-50	79*	3	-1
O=C(O)CCC(=O)Nc1nc2nccc(-c3ccccc3)n2n1
  -9	3	-1	3	-8	7	3

Shown as labelled records: two of the compounds above
COc1ccccc1N1CCN(C(=O)c2cc(-c3cccc(Cl)c3)on2)CC1
  SIRT5 inh: .
  S100A4 inh HTS: .
  C2C12 statin: 3
  LGR2 antag: 8
  esBAF inh: 11
  FN deposit inh: -3
  CASP6 VEID inh: .

C[C@H](C(=O)N(C)C[C@H]1OCc2ccccc2-c2c(n(C)c3ccccc23)C(=O)N([C@@H](C)CO)C[C@H]1C)c1ccccc1
  SIRT5 inh: 10
  S100A4 inh HTS: -9
  C2C12 statin: .
  LGR2 antag: 40
  esBAF inh: .
  FN deposit inh: -3
  CASP6 VEID inh: 0

(continued)
Results follow in this order: SIRT5 inh	S100A4 inh HTS	C2C12 statin	LGR2 antag	esBAF inh	FN deposit inh	CASP6 VEID inh
O=C(c1ccc(-c2nnc(Nc3ccccc3)c3ccccc23)cc1)N1C[C@H]2C[C@H](C1)c1cccc(=O)n1C2
  .	.	-2	-10	-2	.	.
Cc1cccc(NC(=S)NCCN2CCOCC2)c1
  3	21	.	-6	.	1	-3
COc1cccc(NC(=O)C[C@H]2CC[C@@H]3[C@@H](COc4ccc(NC(=O)C5CC5)cc4C(=O)N3C)O2)c1
  -2	4	-25	-13	1	9	1
CCOC(=O)C1c2cccc(O)c2CCN1C(C)=O (stereo not drawn)
  0	0	-4	4	13	-4	21
O=C(/C=C/c1ccc(S(=O)(=O)N2CCOCC2)cc1)NCc1ccc(Cl)cc1
  .	-1	-4	6	0	-6	0
COc1ccc(S(=O)(=O)N(C)C[C@H]2Oc3ccc(NC(=O)Nc4ccc(F)cc4)cc3CC(=O)N([C@H](C)CO)C[C@H]2C)cc1
  .	.	-18	-1	7	21	.
C[C@H]1CN([C@@H](C)CO)C(=O)c2cc(-c3cncnc3)cnc2O[C@@H]1CN(C)Cc1cncnc1
  12	1	1	-5	3	.	2
COc1ccc(Cl)cc1NC(=O)c1cnccn1
  3	-1	-5	.	0	10	-1
O=C(C[C@@H]1C[C@@H]2c3cc(NC(=O)C4CCOCC4)ccc3O[C@@H]2[C@H](CO)O1)NCc1ccc2c(c1)OCO2
  3	8	1	12	-4	.	-3
COc1ccc(/C=N/n2c(C)nc3ccccc3c2=O)cc1
  -4	-6	14	-10	?	3	-3
Cc1cc(=O)[nH]c(N2CCCNCC2)n1
  -3	-11	1	-1	-7	.	-135
O=C(Cc1cccs1)Nn1c(Cc2cccs2)nc2ccccc2c1=O
  -6	-3	.	7	-1	.	5
C[C@@H]1CCCCO[C@@H](CN(C)S(=O)(=O)c2ccccc2)[C@@H](C)CN([C@H](C)CO)C(=O)c2cc(NS(=O)(=O)c3ccc(Cl)cc3)ccc2O1
  10	14	.	-23	-2	3	2
O=C(CN1CCN(c2ccc(Cl)cc2)CC1)NCc1cccs1
  0	-2	3	2	1	-2	4
CC(C)NC(=O)N(C)C[C@@H]1Oc2ncc(C#Cc3ccncc3)cc2C(=O)N([C@@H](C)CO)C[C@@H]1C
  8	3	10	1	-3	-3	0
C[C@H]1CN([C@@H](C)CO)C(=O)Cc2cc(NS(=O)(=O)c3ccccc3)ccc2O[C@H]1CN(C)Cc1ccc(C(F)(F)F)cc1
  -2	-4	16	8	6	.	0
C[C@@H]1CN([C@H](C)CO)C(=O)c2cccc(NC(=O)Nc3cccc4ccccc34)c2O[C@@H]1CN(C)Cc1ccc(C(F)(F)F)cc1
  2	2	-20	13	-2	.	1
C[C@@H]1CN([C@H](C)CO)C(=O)c2cc(NC(=O)Cc3cn(C)c4ccccc34)ccc2O[C@H]1CN(C)Cc1ccncc1
  3	20	-8	.	4	.	-8
CS(=O)(=O)N(CC(=O)NC1CCCCCC1)Cc1ccc(Cl)cc1
  .	.	6	.	4	-8	.
C[C@H](CO)N1C[C@H](C)[C@@H](CN(C)Cc2ccncc2)Oc2ncc(Br)cc2C1=O
  -3&1	3&15	-4&0	1	-1&2	3&-1	-3&0

Next structures:
Results follow in this order: SIRT5 inh	S100A4 inh HTS	C2C12 statin	LGR2 antag	esBAF inh	FN deposit inh	CASP6 VEID inh
O=C(C[C@H]1CC[C@@H](NC(=O)Cc2cccnc2)[C@H](CO)O1)Nc1ccc(-c2ccccc2)cc1
  4	-4	0	-7	-3	-8	1
O=S(=O)(c1cc(Cl)ccc1Cl)N1CCN2CCCC2C1 (stereo not drawn)
  -2	6	10	17	-3	5	-5
Cc1cccc(NCN2C(=O)c3ccncc3C2=O)n1
  2	-4	0	-4	4	.	-2
O=C(COC(=O)C1CCC1)NCc1ccc(Cl)cc1Cl
  -1	-5	7	-2	-7	-6	5
N#Cc1ccccc1COC(=O)CCC(=O)c1cccs1
  7	3	-22	-28	1	-2	31
CC(C(=O)NC1CCCC1)N1CCN(S(=O)(=O)c2ccc(C(C)(C)C)cc2)CC1 (stereo not drawn)
  1	2	24	22	11	-1	6
Cc1ccoc1C(=O)NCCNC(=O)c1occc1C
  -6	-5	0	7	17	2	3
CCCCC(C)n1[nH]c(=O)c2c(C)cc(C)nc21 (stereo not drawn)
  -5	-5	.	5	.	3	1
C[C@@H]1CN([C@H](C)CO)C(=O)c2cccc(NS(C)(=O)=O)c2O[C@@H]1CN(C)CC1CC1
  4	126*	-27	18	-6	-8	3
CC1CCCN(C(=S)Nc2ccc3nc4n(c(=O)c3c2)CCCCC4)C1 (stereo not drawn)
  -4	-1	.	.	.	2	-6
Cc1ccc(S(=O)(=O)N(C)C[C@@H]2OCCCC[C@H](C)Oc3ccc(NC(=O)CCC(F)(F)F)cc3C(=O)N([C@H](C)CO)C[C@@H]2C)cc1
  5	-2	.	-16	3	-9	1
COCC1CCN(C(=O)c2cc(COc3ccc(-n4cncn4)cc3)on2)CC1
  0	-2	-1	-9	4	-1	1
Cc1cc(C)cc(OCC(=O)NCC2CCCO2)c1 (stereo not drawn)
  .	.	10	11	-44	.	.
O=C1CN2C(=Nc3ccc(Cl)cc3C2c2ccccc2)CN1 (stereo not drawn)
  .	.	40	.	-11	2	.
C[C@@H]1CN([C@H](C)CO)C(=O)c2cccc(NC(=O)Nc3ccc(C(F)(F)F)cc3)c2O[C@@H]1CN(C)Cc1ccc(Cl)c(Cl)c1
  .	.	2	0	-9	.	.
COc1ccc(Cl)cc1NC(=S)NNC(=O)C1(C)CC1(Cl)Cl (stereo not drawn)
  -4	-16	-14	0	-1	-2	3
Cc1ccc(F)c(NC=C2C(=O)OC(C)(C)OC2=O)c1
  -3	-2	-42	14	7	.	3
NS(=O)(=O)c1cccc(NC(=O)CN2CCN(Cc3ccc4c(c3)OCO4)CC2)c1
  .	.	8	13	-2	2	.
COCC#Cc1cnc2c(c1)C(=O)N([C@@H](C)CO)C[C@H](C)[C@H](CN(C)C(=O)NC1CCCC1)O2
  7	11	-10	5	-7	8	-1
COc1ccc(CCNC(=O)CSCC(=O)Nc2ccccc2)cc1OC
  -2	-2	0	-11	-9	1	0

Next part:
Results follow in this order: SIRT5 inh	S100A4 inh HTS	C2C12 statin	LGR2 antag	esBAF inh	FN deposit inh	CASP6 VEID inh
CCOC(=O)C[C@H]1c2cc(F)ccc2S(=O)(=O)N1c1ccccc1
  3	-2	30	-2	3	-5	-4
Cc1cccc(S(=O)(=O)NCCC(=O)OC(C)C(=O)NC(=O)NC2CCCCC2)c1 (stereo not drawn)
  .	.	9	-16	1	.	.
CSc1ccccc1-c1ccc2nccn2c1
  -2	17	-6	22	-1	-2	0
CCN(CC)S(=O)(=O)c1cc(C(=O)Nc2ccc(Cl)cn2)ccc1C
  .	.	-19	-34	27	.	.
CC1(NC(=O)c2cccc(S(=O)(=O)N3CCN(c4ccc(F)cc4)CC3)c2)CCS(=O)(=O)C1 (stereo not drawn)
  -2	-1	10	-2	4	8	1
COc1cccc(C#Cc2ccc3c(c2)[C@@H]2[C@@H](CCN2S(=O)(=O)c2ccccc2)[C@@H](CO)N3)c1
  .	48	.	2	.	-22	-2
CC1CCCCCCC1OC(=O)c1ccccc1C(=O)O (stereo not drawn)
  .	5	8	-3	6	1	-1
O=C(C1=C[C@H](C2CC2)C[C@H](OCc2ccc(CO)cc2)O1)N1CCN(Cc2ccccc2)CC1
  4	5	5	10	5	-6	3
COc1ccc(NC(=O)N(C)C[C@H]2OCc3cn(nn3)CCCC(=O)N([C@@H](C)CO)C[C@H]2C)cc1
  -2	-1	-4	-9	-8	-9	2
Cc1ccc(S(=O)(=O)NCCC(=O)N2CCCCCCC2)cc1C
  4	2	.	9	.	-3	-3
O=C(C[C@@H]1C[C@H]2c3cc(NC(=O)C4CCOCC4)ccc3O[C@H]2[C@H](CO)O1)NCc1ccc(Cl)cc1
  2	0	-5	16	-3	-2	0
Cc1ccccc1C(=O)Nc1ccc(C(=O)O)cc1NC(=O)c1ccccc1C
  4	-10	4	1	-12	-6	3

Only part of the results is shown, so the mix of outcomes need not match the whole.
